Rv3671c inh: Rv3671c serine protease inhibitors, primary screen, biochemical, fluorescence polarization, M. tuberculosis H37Rv | inhibition, % at 5.96 µM | 320,000 compounds, 0.048% hits; in the data active means inhibition above about 38%;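 further: extracellular domain of Rv3671c used as enzyme; 0% = enzyme with DMSO and 100% = no enzyme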
Target sequence (P9WHR9 whole entry, looked up, the tested form may be a part): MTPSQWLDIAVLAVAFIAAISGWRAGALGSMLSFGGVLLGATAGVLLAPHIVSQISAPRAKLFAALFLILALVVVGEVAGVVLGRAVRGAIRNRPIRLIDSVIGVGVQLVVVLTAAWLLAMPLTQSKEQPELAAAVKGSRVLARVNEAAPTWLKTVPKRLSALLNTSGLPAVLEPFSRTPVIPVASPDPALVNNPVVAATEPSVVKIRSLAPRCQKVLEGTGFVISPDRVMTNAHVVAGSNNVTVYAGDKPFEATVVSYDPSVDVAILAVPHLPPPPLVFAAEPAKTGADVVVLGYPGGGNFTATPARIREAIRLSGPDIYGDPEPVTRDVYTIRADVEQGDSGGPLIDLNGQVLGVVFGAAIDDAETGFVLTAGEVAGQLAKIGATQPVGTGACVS
TcdB GH inh: TcdB glycohydrolase inhibitors, primary screen, biochemical, single point, plate reader; Toxin B (Clostridioides difficile), P18177; TcdB glycohydrolase enzymatic assay; inhibition, % at 9.99 µM; 350,000 compounds, 0.24% hits; in the data active means inhibition above about 10%
MazF activator: activators of E. coli MazEF toxin-antitoxin RNase, primary screen, biochemical, fluorescence, uHTS; 350,000 compounds, 0.32% hits; Endoribonuclease toxin MazF (Escherichia coli (strain K12)), P0AE70; FAM/BHQ RNA-DNA oligo cleavage fluorescence, 5 h; activation, % at 20 µM; in the data active means activation above about 50%
Target sequence (P0AE70 whole entry, looked up): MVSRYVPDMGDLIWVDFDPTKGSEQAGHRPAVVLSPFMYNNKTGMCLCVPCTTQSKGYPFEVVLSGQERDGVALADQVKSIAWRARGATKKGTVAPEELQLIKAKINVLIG
Yp Topo-I inh: Yersinia pestis topoisomerase I inhibitors, primary screen, biochemical, cleavage product accumulation, plate reader, single point | DNA topoisomerase I (Yersinia pestis CO92) | Y. pestis Topo-I cleavage product accumulation | activity, % at 10 µM | 360,000 compounds, 0.064% hits | AID 504884, 2011; in the data active means activity above about 50%, passing the limit was not always enough; inconclusive means no clear call, values can overlap the other calls; further: inactives centre near 2
Vc quorum ag: inducers of Vibrio cholerae quorum light production without autoinducers, primary screen, BH1578 luxS cqsA deficient, single point | V. cholerae BH1578 lux reporter, luminescence, 6 h | activation, % at 18.7 µM | 350,000 compounds, 0.16% hits | AID 588436, 2011; in the data active means activation mostly above about 9.7%, no sharp cut-off; inconclusive means no clear call, values can overlap the other calls; inactive means mostly below about 3.7%; further: not every result past the cut was called active; inactives centre near 0; reference of the scale not given here
SARS 3CLpro inh: SARS-CoV 3CLpro protease inhibitors, primary screen, biochemical, quenched FRET | 290,000 compounds, 0.14% hits | Replicase polyprotein 1ab (Severe acute respiratory syndrome coronavirus), P0C6X7 | inhibition, % at 6 µM | recombinant SARS-CoV 3CLpro, quenched FRET peptide cleavage; in the data active means inhibition above about 12%
PriA SSB inh: inhibitors of Klebsiella pneumoniae PriA binding to SSB C-terminal tail, primary screen, biochemical, AlphaScreen; PriA–SSB C-terminal tail interaction (Klebsiella pneumoniae); AlphaScreen SSBct-PriA binding, biotinylated peptide; inhibition, % at 33 µM; 430,000 compounds, 0.6% hits; AID 1272365, 2023; in the data active means inhibition mostly above about 37%, no sharp cut-off; inactive means mostly below about 20%;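 further: plate controls were negative control peptide for no effect and reference peptide for full effect; strong numbers were not always called active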
PrPC surface inh: inhibitors of human cell surface prion protein PrPC, primary screen, cell-based, TR-FRET; TR-FRET read-out; inhibition, % at 13.8 µM; 370,000 compounds, 0.43% hits; Major prion protein (Homo sapiens), P04156; AID 720596, 2013; in the data active means inhibition above about 24%; further: 0% = median of the test wells and 100% = reference compound wells
DUSP3 inh: VHR1 phosphatase inhibitors, primary screen, biochemical, absorbance, uHTS | inhibition, % at 13.3 µM | Dual specificity protein phosphatase 3 (Homo sapiens), P51452 | AID 1654, 2009 | recombinant VHR phosphatase, pNPP absorbance | 290,000 compounds, 0.52% hits; in the data active means inhibition above about 50%; further: some compounds called inactive have numbers as strong as hits
Target sequence (P51452 whole entry, looked up): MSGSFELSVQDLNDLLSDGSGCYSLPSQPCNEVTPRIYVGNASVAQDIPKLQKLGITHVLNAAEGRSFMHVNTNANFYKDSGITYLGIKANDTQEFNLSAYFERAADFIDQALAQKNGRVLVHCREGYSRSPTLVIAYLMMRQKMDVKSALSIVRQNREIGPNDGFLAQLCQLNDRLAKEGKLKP
CCHF vOTU inh: CCHFV vOTU protease inhibitors, primary screen, biochemical, Pep-AMC substrate, fluorescence; Crimean-Congo hemorrhagic fever virus L polyprotein viral ovarian tumor (vOTU) protease …; inhibition, % at 11.5 µM; 370,000 compounds, 0.55% hits; AID 651958, 2012; in the data active means inhibition above about 30%; further: 0% = vehicle wells with enzyme and 100% = no enzyme wells
* = called active by the depositor; i = inactive; ? = inconclusive; . = no result given; & = joins results of further samples. The list is partial. The share of hits here may be higher or lower than overall.

SMILES	Rv3671c inh	TcdB GH inh	MazF activator	Yp Topo-I inh	Vc quorum ag	SARS 3CLpro inh	PriA SSB inh	PrPC surface inh	DUSP3 inh	CCHF vOTU inh
Oc1ccccc1CN1CCN(C(c2ccccc2)c2ccccc2)CC1	0	0.5	-7	1	i	0	-11	-6	1	8
Cc1ccccc1-c1nnc(-c2ccc(Br)cc2)o1	1	.	6	6	-1.7	2	-7	1	0	13
CCN(CC)C(=O)c1ccc(CS(=O)(=O)c2ccc(OC)cc2)o1	-4	0.4	-2	3	-0.4	-7	5	10	35	-4
CN(C(=O)COn1nnc2ccc(S(=O)(=O)N3CCOCC3)cc21)c1ccccc1	-9	-0.4	-2	1	-2.3	.	1	-8	.	-11
C[C@@H]1CN([C@@H](C)CO)C(=O)CCCn2nncc2CO[C@H]1CN(C)C(=O)Nc1cccc(Oc2ccccn2)c1	.	0.3&-1.1&0.1	-2	5	-0.2	.	.	14	.	10
NC(=O)Nc1ccc(Oc2ncc(C(F)(F)F)cc2Cl)cc1	11	1.5	0	6	-0.2	2	-12	6	33	-4
CCOC(=O)c1c(-c2ccc(C)o2)csc1NC(=S)NC(=O)c1ccc(F)cc1	-13	.	0	1	3.6	1	-27	-3	8	-12
CC1CCCC(NC(=O)COc2ncnc3ccccc23)C1C (stereo unspecified)	-8	0.4	11	2	-0.8	.	-3	-2	.	-15
O=C(CCNC(=O)C1CCN(S(=O)(=O)c2ccccc2)CC1)NCc1ccc(Cl)cc1	3	0.3	-14	5	0.5	2	1	5	13	10
C=CCNC(=O)CCC(=O)NNc1nc2ccccc2c2nc(-c3ccccc3)nn12	-3	2.0	4	-2	-0.1	2	-1	-1	17	-4
O=C(c1nc2ncccn2n1)N1CCN(c2ccc(F)cc2)CC1	-3	.	16	-5	i	-1	0	6	-8	22
CCc1ccc(NC(=O)c2ccccc2Br)cc1	3	1.3	5	2	-0.2	4	1	8	0	-9
Cc1ccccc1OCCC(=O)N(CC(C)C)c1c(N)n(Cc2ccccc2)c(=O)[nH]c1=O	-8	1.2	5	6	-0.2	.	-7	2	.	1
Cc1c(C(=O)CN2CCCC(C)(C)C2)c2ccccc2n1C	-14	-0.4	7	2	-0.5	0	-5	2	10	-10
CCN(CC(=O)Nc1c(F)cccc1F)C(=O)CNC(=O)c1ccc(Br)o1	-3	0.6	9	-4	i	.	-8	-4	.	-6
CN(c1ccccc1C(=O)N1CCN(c2ccccc2F)CC1)S(=O)(=O)c1ccccc1	.	1.3	-1	36	i	3	-1	6	4	-6
COc1ccc(CCC(=O)NCc2ccco2)cc1	-5	.	0	11	i	-2	-2	-2	-8	-24
Cc1nc2cc(NC(=O)N3CCC(c4ccccc4)C3)ccc2n1C (stereo unspecified)	2	1.3	3	6	-10	1	-9	2	16	3
N#Cc1ccc(-c2ccc(F)cc2)nc1Sc1ccccc1	2	.	-4	-1	-0.7	3	3	-6	28	-2
CCCc1cc(C(=O)N2CCCC(Nc3ccc(C)c(C)c3)C2)n(C)n1 (stereo unspecified)	8	2.3	-16	23	i	-1	1	5	32	18
C/C(=N\OCC(=O)Nc1c(C)cc(C)cc1C)c1ccc2c(c1)OCCO2	0	1.0	0	13	i	5	.	6	-5	3
NS(=O)(=O)c1ccc(CCNC(=O)c2ccccc2Cc2ccccc2)cc1	7	0.9	2	-3	-0.1	-6	-16	5	1	-5
COc1ccc2c(c1)-c1nc(/N=C/c3c(O)ccc4ccccc34)sc1CC2	.	5.5	-2	-5	-0.4	2	.	-8	-13	-10
COc1ccc(CC(=O)N/N=C/c2cc(Br)cs2)cc1OC	4	-6.8	5	15	-0.3	5	.	2	-8	1
Cc1nn(-c2ccccc2)c(Cl)c1C(=O)N(C)CC(=O)Nc1cccc(F)c1	5	1.6	6	7	-2.1	.	2	1	.	1
O=[N+]([O-])c1ccc(-c2nc(NCC3CCCO3)c3ccccc3n2)cc1 (stereo unspecified)	8	0.0	5	-7	i	-1	-1	-4	-4	-1
COCCNc1ccnc2c(Cl)cccc12	7	0.9	5	-7	-8.3	-2	-1	6	40	14
Cc1nn(CCc2nn[nH]n2)c2nc(C(F)(F)F)cc(C(F)(F)F)c12	0	.	3	-2	i	4	-7	-1	8	-38
CCc1ccc(CN(C)CC(=O)Nc2ccc3c(c2)CCC3)cc1	4	0.2	-11	33	-0.2	-1	-11	-2	15	5
O=C(C1CCN(S(=O)(=O)c2cccc3nsnc23)CC1)N1CCc2ccccc21	-1	.	5	18	-0.7	-2	4	-30	23	16
Cc1nc(SCC(=O)NC(C)(C#N)C2CC2)c2c(-c3cccs3)csc2n1 (stereo unspecified)	-7	0.4	2	22	-0.3	5	3	1	-2	-4
COc1cccc(CNC(=O)CN(C)S(=O)(=O)c2ccc(Br)s2)c1	5	2.7	-3	13	-0.3	-1	-15	-7	26	2
COc1ccc(N2CCN(C(=O)CNC(=O)c3ccc(Br)o3)CC2)cc1	4	0.9	7	4	7.7	-5	-14	5	19	-2
Cc1ccc(C(=O)OCC(=O)NC2CC2)s1	6	0.5	1	-3	3.3	.	-8	-3	.	8
CCn1cc(CN2CCCC(C(=O)Nc3cccc(-c4cc5ccccc5[nH]4)c3)C2)cn1 (stereo unspecified)	0	-0.7	10	-35	-0.2	0	14	-13	-4	11
CCn1cnc2cc(NS(=O)(=O)c3ccc(OC)c(OC)c3)ccc21	4	1.4	1	-1	i	-1	3	14	2	18
CCOC(=O)C(NC(=O)c1cccc(Cl)c1)(OCc1ccccc1)C(F)(F)F (stereo unspecified)	-15	1.8	1	-6	-0.6	7	-27	5	-19	15
NC(=O)c1ccc(NC(=O)CN2CCN(c3ccccc3)CC2)cc1	6	-0.5	4	-8	-0.4	1	-18	-3	23	9
COc1ccc(OC)c(NC(=O)C2(C)CCN2C(=O)C2(c3ccc(Cl)cc3)CCC2)c1 (stereo unspecified)	.	-0.3	.	28	-0.5	.	.	2	.	8
COC(=O)C1=C(N)Oc2cc(C)n(CCc3ccccc3)c(=O)c2C1c1cccnc1 (stereo unspecified)	8	.	-14	12	.	8	4	-1	8	8
COc1ccc2nc(C)cc(N3CCC(C(N)=O)CC3)c2c1	12	1.5	2	-8	-0.6	-4	-2	0	-13	12
CN1C(=O)CC(P(=O)(c2ccccc2)c2ccccc2)N(C)C1=O (stereo unspecified)	1	.	1	-5	1.4	-5	0	-7	17	6
O=C(Nc1ccc(Cl)c(C(F)(F)F)c1)C(=O)N1CCCCC1	4	1.1	5	1	-0.2	3	-4	2	-4	10
COc1ccc(OC)c(Nc2cc(-c3ccccc3)nc(N)n2)c1	8	.	1	.	.	1	5	8	26	5
CCOC(=O)c1sc(NC(=O)c2c(C)nn(Cc3ccccc3)c2C)cc1C	-22	.	-7	10	i	0	-5	13	14	12
COc1ccc(CNCC(=O)Nc2cc(OC)cc(OC)c2)cc1	1	1.1	7	8	-0.1	0	21	10	15	16
C/C(CC(=O)Nc1cccc(Cl)c1Cl)=N\NC(=O)c1ccccc1Br	-10	-0.7	-16	-2	-1.3	1	.	-6	30	0
CCOC(=O)C1=C(CS(=O)(=O)c2ccc(C)cc2)NC(=O)NC1c1cc(OC)c(OC)c(OC)c1 (stereo unspecified)	2	1.5	10	2	-0.3	4	0	-5	22	5
Cc1ccc(S(=O)(=O)N2CCOC23CCN(C(=O)c2ccc(Cl)cc2Cl)CC3)cc1	-3	-0.2	3	?	0.2	2	0	48*	-4	17
O=C(COC(=O)c1cc(=O)[nH]c2ccccc12)NC1CCCC1	0	0.8	-23	4	1.7	-3	-7	0	0	-16

The last three entries of the part before lead into the next:
SMILES	Rv3671c inh	TcdB GH inh	MazF activator	Yp Topo-I inh	Vc quorum ag	SARS 3CLpro inh	PriA SSB inh	PrPC surface inh	DUSP3 inh	CCHF vOTU inh
CCOC(=O)C1=C(CS(=O)(=O)c2ccc(C)cc2)NC(=O)NC1c1cc(OC)c(OC)c(OC)c1 (stereo unspecified)	2	1.5	10	2	-0.3	4	0	-5	22	5
Cc1ccc(S(=O)(=O)N2CCOC23CCN(C(=O)c2ccc(Cl)cc2Cl)CC3)cc1	-3	-0.2	3	?	0.2	2	0	48*	-4	17
O=C(COC(=O)c1cc(=O)[nH]c2ccccc12)NC1CCCC1	0	0.8	-23	4	1.7	-3	-7	0	0	-16
O=C(COC(=O)C1(c2ccccc2F)CCCC1)N1CCOCC1	2	.	12	-6	i	4	0	6	9	-5
O=[N+]([O-])c1ccc2nonc2c1Nc1cccc(F)c1	4	1.7	4	-4	-1.9	-1	7	-32	7	1
CCCCN(C)Cc1c(O)ccc2c(-c3ccccc3)cc(=O)oc12	-1	.	2	1	1.3	2	-14	-30	10	-11
CCCCOC(=O)c1ccc(NC(=O)COC(=O)CSc2nc(C)cc(C)n2)cc1	-7	.	2	3	-0.1	-1	-11	1	-1	14
COc1ccnc(N=CNOCc2ccc(C)cc2)c1C#N	2	.	6	-4	i	-9	-5	4	12	2
COc1ccc(S(=O)(=O)Nc2cc(C)c(O)cc2C(C)C)cc1	4	.	4	-1	0.3	-2	-25	2	-8	17
O=c1[nH]c(=O)n(Cc2ccco2)c2c1C(C(F)(F)F)(C(F)(F)F)N=C(Cc1ccccc1)N2	-6	.	10	2	i	-2	-1	56*	23	3
CCOC(=O)c1ccc(NC(=O)C2CC3CCC2C3)cc1 (stereo unspecified)	-2	3.1	3	7	-0.5	.	-21	1	.	-2
COc1ccccc1-c1cc(C(=O)NC(C)c2ccccc2)no1 (stereo unspecified)	1	.	-3	32	-6.2	1	-42	10	1	-6
CCCCn1c(N)c(N(CC)C(=O)COc2ccc(C#N)cc2)c(=O)[nH]c1=O	6	-1.1	8	5	i	.	-1	2	.	-4
Cc1ccc(OCc2cc(C(=O)N3CCc4sccc4C3)no2)cc1C	.	-0.1	-5	54*	-0.8	3	-18	7	-8	-18
CCCCn1c(N)c(N(CCOC)C(=O)CN2c3ccccc3CC2C)c(=O)[nH]c1=O (stereo unspecified)	-4	-0.7	-4	2	.	1	13	6	38	-3
COc1cccc(-c2nnc(-c3ccco3)o2)c1	7	.	10	1	i	1	-1	-1	-11	13
Cc1cc(C)cc(NC(=O)N2CCc3ccccc3C2)c1	.	1.0	-1	11	-0.8	-2	-4	1	10	-2
CCc1cc(C(=O)Cc2ccccn2)c(O)cc1O	-1	0.9	2	-2	i	2	-9	5	38	-11
c1ccc(-c2nn3nnnc3c3ccccc23)cc1	1	.	-1	3	.	2	-13	5	6	2
CCOc1ccc(/C=C/C(=O)Nc2ccc(C(N)=O)cc2)cc1OC	-14	.	1	-4	-0.1	-1	-4	-9	10	-2
O=S(=O)(c1ccc(Oc2ccccc2)cc1)N1CCOCC1	-3	.	-2	1	-3.7	-3	-4	4	-6	-18

Profiles, looked up by structure:
COc1cccc(-c2nnc(-c3ccco3)o2)c1 is entered as Rv3671c inh = 7; TcdB GH inh = .; MazF activator = 10; Yp Topo-I inh = 1; Vc quorum ag = i; SARS 3CLpro inh = 1; PriA SSB inh = -1; PrPC surface inh = -1; DUSP3 inh = -11; CCHF vOTU inh = 13
Cc1cc(C)cc(NC(=O)N2CCc3ccccc3C2)c1 is entered as Rv3671c inh = .; TcdB GH inh = 1.0; MazF activator = -1; Yp Topo-I inh = 11; Vc quorum ag = -0.8; SARS 3CLpro inh = -2; PriA SSB inh = -4; PrPC surface inh = 1; DUSP3 inh = 10; CCHF vOTU inh = -2
